From PubChem BioAssay
TMEM16A inh = mouse TMEM16A channel inhibition, primary screen; Q8BHY3; HEK293 TMEM16A/YFP iodide influx fluorescence, ionomycin; normalized B-score (activity score, 25-100; higher = stronger inhibition) at 10 µM; 310,000 tested, 1.2% active;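 active = ratio plate-corrected score three or more library SD toward inhibition, starting fluorescence score within five deviations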;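 also: score derived from kinetic fluorescence span divided by baseline fluorescence per well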
KCNQ1 block = inhibitors of human KCNQ1 potassium channel; P51787; CHO-K1 KCNQ1, FluxOR thallium flux fluorescence; active compounds read high; B-score at 10 µM; 310,000 tested, 1.3% active; AID 2642;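 active = compounds whose thallium flux B-score, printed positive for inhibition, exceeds three library SD while starting fluorescence stays within three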;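 also: channel opened by potassium depolarization with thallium stimulus after 20 min compound exposure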
Target sequence (P51787 whole entry, looked up): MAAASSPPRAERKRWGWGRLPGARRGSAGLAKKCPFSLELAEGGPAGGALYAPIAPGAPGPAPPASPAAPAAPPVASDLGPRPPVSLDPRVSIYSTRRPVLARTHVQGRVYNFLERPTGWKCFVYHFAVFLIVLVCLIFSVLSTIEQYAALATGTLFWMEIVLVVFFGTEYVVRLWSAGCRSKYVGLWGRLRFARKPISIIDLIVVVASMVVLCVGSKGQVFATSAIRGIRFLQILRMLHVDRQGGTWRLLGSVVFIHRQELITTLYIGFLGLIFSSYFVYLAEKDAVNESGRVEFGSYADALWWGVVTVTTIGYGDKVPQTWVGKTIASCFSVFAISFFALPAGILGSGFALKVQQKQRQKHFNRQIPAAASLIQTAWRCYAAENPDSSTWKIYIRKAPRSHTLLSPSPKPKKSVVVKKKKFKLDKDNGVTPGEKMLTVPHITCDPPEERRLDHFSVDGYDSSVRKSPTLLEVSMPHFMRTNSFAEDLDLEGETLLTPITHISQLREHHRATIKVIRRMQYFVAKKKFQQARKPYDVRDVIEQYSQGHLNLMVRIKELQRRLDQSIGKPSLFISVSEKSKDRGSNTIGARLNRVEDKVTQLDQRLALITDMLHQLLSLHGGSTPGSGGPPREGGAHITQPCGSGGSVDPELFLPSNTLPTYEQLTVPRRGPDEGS
RGS4 pot = RGS4 potentiation or activation. HEK293 M3R/inducible RGS4, carbachol calcium flux Fluo4; active compounds read low. B-score at 10 µM. 310,000 tested, 0.92% active;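 active = B-score of the integrated calcium signal more than 4 SD below the library mean, with starting fluorescence not abnormally high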;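 also: negative B-score means reduced calcium response which marks RGS4 activation or potentiation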
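System – HEK293 FlpIn-TREx cells, stable M3R, doxycycline-inducible RGS4 · Reagent – ECmax carbachol challenge · Times – compound preincubation 20 min at room temperature before agonist · Technique – Fluo4 fluorescence kinetic imaging of calcium · Measure – B score of integrated Fluo4 ratio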
ANO1 activ = activators or potentiators of mouse TMEM16A chloride channel. HEK293 TMEM16A/YFP-H148Q/I152L, iodide quench fluorescence; active compounds read low. 340,000 tested, 0.3% active. AID 623877. Q8BHY3. B-score at 10 µM;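 active = fluorescence-ratio B-score plate-corrected deviation score at least 3 library SD below zero, with starting fluorescence score within 5 deviations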;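 also: channel opened by trigger with iodide after compound preincubation; score built on the fluorescence ratio of max minus min over baseline; more negative score means more quench and so TMEM16A activation or potentiation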
KCNK3 block = human KCNK3 channel inhibition, primary screen | CHO-KCNK3 thallium flux, FluxOR fluorescence; active compounds read low | 340,000 tested, 0.84% active | AID 602410 | O14649 | B-score at 10 µM;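 active = B-score under library mean minus 4 SD, starting fluorescence ratio at most library mean plus 5 SD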;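 also: more negative B-score means stronger inhibition of thallium flux through KCNK3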
MrgX1 allo act = human MrgX1 positive allosteric modulation, primary screen. MrgX1-HEK293, Fluo-4 calcium flux, FDSS; active compounds read high. B-score at 10 µM. 310,000 tested, 0.63% active. Q96LB2;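 active = plate-corrected calcium response at least 3 library SD above typical, normal starting fluorescence, not activating the receptor alone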;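 also: compound read alongside a low EC10 to EC30 dose of BAM8-22 agonist; peak minus trough fluorescence over baseline measured at the second addition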
KCNQ1 pot = potentiates or activates the human KCNQ1 potassium channel; B-score at 10 µM; P51787; 310,000 tested, 0.35% active; AID 2648; CHO-K1 KCNQ1, thallium flux FluxOR fluorescence; active compounds read high;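 active = fluorescence ratio B-score, a plate-corrected score, at least three library SD, with initial intensity B-score within 5 SD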
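Doses: Single concentration per compound, DMSO matched to controls | Test system: KCNQ1-transfected CHO-K1 cells | Timing: 90 min dye loading and 20 min compound exposure, both at room temperature | Measured by: Kinetic FluxOR thallium fluorescence, 10-s 1-Hz baseline, 110-s post-stimulus read | Medium: Assay buffer with matched DMSO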
KCNK9 inh = human KCNK9 channel inhibition | HEK293 KCNK9, FluxOR thallium flux fluorescence; active compounds read low | B-score at 10 µM | 310,000 tested, 1.2% active | Q9NPC2;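 active = ratio B-score over 3 SD below the library mean, with starting fluorescence within 5 SD of its mean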;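 also: negative B-score means less thallium flux so channel inhibition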
Target sequence (Q9NPC2 whole entry, looked up): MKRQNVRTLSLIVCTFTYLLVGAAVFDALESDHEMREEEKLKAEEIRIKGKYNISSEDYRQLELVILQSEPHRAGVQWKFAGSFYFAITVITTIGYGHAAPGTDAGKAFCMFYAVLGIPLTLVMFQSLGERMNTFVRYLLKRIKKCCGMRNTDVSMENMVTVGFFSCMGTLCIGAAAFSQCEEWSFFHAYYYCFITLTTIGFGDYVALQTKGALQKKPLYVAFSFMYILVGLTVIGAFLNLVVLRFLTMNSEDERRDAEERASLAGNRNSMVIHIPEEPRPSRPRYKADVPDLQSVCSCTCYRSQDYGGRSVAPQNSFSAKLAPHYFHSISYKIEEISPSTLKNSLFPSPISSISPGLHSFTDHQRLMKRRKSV
RGS4 inh = human RGS4 inhibition; P49798; HEK293 M3R/RGS4 inducible, Fluo-4 calcium flux; active compounds read high; triggered by carbachol at its EC20; B-score at 10 µM; 310,000 tested, 0.45% active; AID 463165;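 active = B-score, a plate-corrected calcium signal, over three deviations above library mean, with baseline fluorescence within five deviations of library mean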;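 also: RGS4 expression induced by doxycycline in cells with stable M3 receptor; B-score is computed from the integrated fluorescence ratio over baseline after carbachol; higher B-score means a larger calcium signal and so more RGS4 inhibition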
hERG protect = hERG (human) protection from proarrhythmic block. activation (rescue from dofetilide block), less the hit threshold, % at 10 µM. AID 1511. 310,000 tested, 0.51% active. CHO-hERG, FluxOR thallium flux, dofetilide IC70 present;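 active = activation above the mean of controls blocked by dofetilide plus 5 SD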;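 also: thallium influx through hERG after potassium depolarization seen as dye fluorescence rise; in these data hits start at about 4.7%; inactives centre near -7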
MrgX1 ag = agonists of human MrgX1 receptor | B-score at 10 µM | MrgX1-HEK293 cells, Fluo-4 calcium fluorescence, agonist mode; active compounds read high | 310,000 tested, 0.44% active | Q96LB2;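 active = calcium response B-score plate-corrected fluorescence ratio at least 3 library SD, with starting fluorescence B-score inside 5 SD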
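Material – MrgX1-expressing HEK293 cells · Input – 15,000 cells seeded per well · Dosing – compound as first of three additions · Times – overnight seeding, then 1 h dark dye loading · Measured by – kinetic Fluo-4 NW fluorescence of intracellular calcium · Read-out – B-scored fluorescence response ratio · Benchmarks – positive and negative control wells on each plate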
Active calls of the source: *; i = inactive; x = not tested or not shown.

SMILES | TMEM16A inh | KCNQ1 block | RGS4 pot | ANO1 activ | KCNK3 block | MrgX1 allo act | KCNQ1 pot | KCNK9 inh | RGS4 inh | hERG protect | MrgX1 ag
CCOc1cc(C(=O)Nc2ccon2)cc(OCC)c1OCC | i | i | i | i | i | i | i | i | i | -4 | i
Cc1ccc(NS(=O)(=O)c2c(C(=O)N3CCOCC3)c(C)n(C)c2C)cc1 | i | i | i | i | i | i | i | i | i | -6 | i
CCC(=O)N(C)CCc1cc2c(c(OC)c1/C=N/NC(=O)c1ccncc1)OCO2 | i | i | i | i | i | i | i | i | i | -5 | i
CCC(OC(=O)C(NC(=O)c1ccccc1)c1ccccc1)C(=O)Nc1cc(C)on1 (centres undefined) | i | i | i | i | i | i | i | i | i | -7 | i
Cc1ccc(NC(=O)C2CCN(S(=O)(=O)c3ccc4c(c3)C(C)(C)C(=O)N4C)CC2)c(C)c1 | i | i | i | i | i | i | i | i | i | -16 | i
Cc1ccc(-n2nc3c(=O)n(C(C)C(=O)NC4CC4)nc(C)c3c2C)cc1 (centres undefined) | i | i | i | i | i | i | i | i | i | -13 | i
Cc1cnc(C(=O)NC(C)CCc2ccccc2)cn1 (centres undefined) | i | i | i | i | i | i | i | i | i | -5 | i
CCOC(=O)N1CCC(Nc2c(NCCCN(CC)Cc3ccccc3)c(=O)c2=O)CC1 | i | i | i | i | i | i | i | i | i | -2 | i
O=C(Nc1ccc2c(c1)OCCO2)c1oc2ccccc2c1NC(=O)C1CC1 | i | i | i | i | i | i | i | i | i | -10 | i
COCCn1c(SCC(=O)N(C)c2ccccc2)nc2c([nH]c3ccccc32)c1=O | i | i | i | i | i | i | i | i | i | -7 | i
Cc1cc(C(=O)CSc2nnnn2-c2ccccc2)c(C)n1CC1CCCO1 (centres undefined) | i | i | i | i | i | i | i | i | i | -7 | i
CCOc1ccccc1-n1c(=S)sc2c(=O)n(-c3ccc(F)cc3)c(SCC(=O)O)nc21 | i | i | i | x | i | i | i | i | i | -6 | i
Cc1cc(C)c(C)c(S(=O)(=O)NCc2ccc(C(=O)N3CCCCC3)cc2)c1C | i | i | i | x | i | i | i | i | i | -8 | i
C#CCOCCOCCOCCNc1nc(N2CCN(C(=O)CCCCCCCCCCNC(=O)Cn3cc(C[C@@H](C)O)nn3)CC2)nc(N2CCN(C(=O)CCCCCCCCCCNC(=O)[C@H](CCCN=C(N)N)n3cc(C[C@@H](C)CC)nn3)CC2)n1 | i | x | x | -26* | i | i | x | x | x | x | i
Cc1cc(OCC(O)CN2CCc3ccccc3C2)cc(C(C)C)c1 (centres undefined) | i | i | i | i | i | i | i | i | i | -12 | i
COC(=O)c1cnn(-c2ccc(Cl)cc2)c1/C=N/NC(N)=S | i | i | i | i | i | i | i | i | i | -7 | i
Cn1c(=N)n(CC(=O)C(C)(C)C)c2ccccc21 | i | i | i | i | i | i | i | i | i | -7 | i
COC(=O)C1=C(NC(=O)c2ccccc2C)CCS1 | i | i | i | i | i | i | i | i | i | -13 | i
O=C(Nc1ccc2c(c1)OCCO2)N1CCN(c2ccccc2)CC1 | i | i | i | i | i | i | i | i | i | -4 | i
COCc1ccc(CN2CCCC(CO)(Cc3cccc(OC)c3)C2)o1 (centres undefined) | i | i | i | i | i | i | i | i | i | -18 | i
O=C(c1cnn2c(C(F)F)cc(-c3ccccc3)nc12)N1CCCc2ccccc21 | i | i | i | i | i | i | i | i | i | -4 | i
Cc1cccc(C(=O)NNC(=O)CCC(=O)Nc2cccc(Cl)c2C)c1 | i | i | i | i | i | i | i | i | i | -7 | i
CCOC(=O)C1(Cc2cccc(Cl)c2)CCCN(C(=O)c2ccc(C)nc2)C1 (centres undefined) | i | i | i | i | i | i | i | i | i | -10 | i
Clc1ccc(NCn2cncn2)nc1 | i | i | i | i | i | i | i | i | i | -8 | i
O=C(O)C(Cc1c[nH]c2ccccc12)NS(=O)(=O)c1ccc(Cl)c(C(F)(F)F)c1 (centres undefined) | i | i | i | i | i | i | i | i | i | -7 | i
(continued)
SMILES | TMEM16A inh | KCNQ1 block | RGS4 pot | ANO1 activ | KCNK3 block | MrgX1 allo act | KCNQ1 pot | KCNK9 inh | RGS4 inh | hERG protect | MrgX1 ag
C#CCOCCOCCOCCNc1nc(N2CCN(C(=O)[C@H](CCC(=O)O)n3cc(C(N)[C@H](C)CC)nn3)CC2)nc(N2CCN(C(=O)[C@H](Cc3ccc(O)cc3)n3cc(C(N)[C@H](C)CC)nn3)CC2)n1 (some centres undefined) | i | i | i | i | i | i | i | i | i | -6 | i
CC1CCCC(NC(=O)C2CCC(CNc3c(N4CCCC4)c(=O)c3=O)CC2)C1C (centres undefined) | i | i | i | i | i | i | i | i | i | -12 | i
CCCC(=O)Nc1ccc(C(=O)NNC(=O)c2ccco2)cc1 | i | i | i | i | i | i | i | i | i | 0 | i
COc1cc(/C=C/C(=O)O)cc(S(=O)(=O)Nc2cc(Cl)c(Cl)cc2Cl)c1OC | i | i | i | i | i | i | i | i | i | -12 | i
CCc1ccccc1Nc1nc(N)nc(COC(=O)c2cccn2C)n1 | i | i | i | i | i | i | i | i | i | -11 | i
CCCCN1CNC(=S)N(c2cc(C)ccc2C)C1 | i | i | i | i | i | i | i | i | i | -11 | i
Cc1nn(Cc2cccc(F)c2)c(C)c1NC(=O)c1c(Cl)cnn1C | i | i | i | i | i | i | i | i | i | -15 | i
COc1ccc(C(CNC(=O)COc2ccc(Cl)cc2C)N2CCCCC2)cc1 (centres undefined) | i | i | i | i | i | i | i | i | i | -10 | i
CCOC(=O)c1cc(-c2ccc(OC)cc2)n(CCC(=O)NCCN2CCC(C)CC2)c1C | i | i | i | i | i | i | i | i | i | -6 | i
CN(Cc1ccccc1)C(=O)COc1ccc2ccccc2c1 | i | i | i | i | i | i | i | i | i | -11 | i
CCCCC1(C)NC(=O)N(CC(=O)Nc2ccc(S(=O)(=O)N3CCOCC3)cc2)C1=O (centres undefined) | i | i | i | i | i | i | i | i | i | -11 | i
COC(=O)CCn1nnc(-c2cccs2)n1 | i | i | i | i | i | i | i | i | i | -10 | i
COc1ccc(C)cc1Nc1n[n+](-c2ccccc2)c(-c2ccc(OC)c(OC)c2OC)s1 | i | 11* | i | i | i | i | i | i | i | -25 | i
O=C(Nc1ccccc1)c1cccc(S(=O)(=O)NCc2ccco2)c1 | i | i | i | i | i | i | i | i | i | 7.3* | i
Cn1c(COc2ccccc2Br)nc2ccccc21 | i | i | i | i | i | i | i | i | i | -5 | i
Nn1c(SCC(=O)N2CCN(S(=O)(=O)c3ccccc3)CC2)nnc1-c1cccs1 | i | i | i | i | i | i | i | i | i | 0 | i
O=C(Nc1cccc2ncccc12)c1ccc([N+](=O)[O-])o1 | i | i | i | i | i | i | i | i | i | -5 | i
COc1ccc(C2SCC(=O)N2c2c(C)n(C)n(-c3ccccc3)c2=O)cc1 (centres undefined) | i | i | i | i | i | i | i | i | i | -4 | i
CCOC(=O)c1cnn(-c2nc(C)cc(C)n2)c1N | i | i | i | i | i | i | i | i | i | -4 | i
Cc1ccc(N(CC(=O)NCc2cccnc2)S(C)(=O)=O)cc1C | i | i | i | i | i | i | i | i | i | -10 | i
Cc1coc2c1c(C)cc1oc(=O)c(CC(=O)NCCCCCC(=O)O)c(C)c12 | i | i | i | i | i | i | i | i | i | -6 | i
O=C1C=C(c2ccc(Cl)cc2)OC2(CCCC2)O1 | i | i | i | i | i | i | i | i | i | -7 | i
CN(C)CCCN1C(=O)c2cccc3cccc(c23)C1=O | i | i | i | i | i | i | i | i | i | -3 | i
Cc1cccc(NC(=O)c2cc(Cl)nc3ccccc23)n1 | i | i | i | i | i | i | i | i | i | -5 | i
COCCCNc1nc2cc(OC)c(OC)cc2c2nc(-c3ccccc3)nn12 | i | i | i | i | i | i | i | i | i | -13 | i
Remaining list, next part.
SMILES | TMEM16A inh | KCNQ1 block | RGS4 pot | ANO1 activ | KCNK3 block | MrgX1 allo act | KCNQ1 pot | KCNK9 inh | RGS4 inh | hERG protect | MrgX1 ag
Cc1nn(C)cc1CNC(=O)/C=C/c1cnn(C)c1 | i | i | i | i | i | i | i | i | i | -1 | i
NC(=O)NC(CC(=O)N1CCc2ccccc2C1)c1ccc(Cl)cc1 (centres undefined) | i | i | i | i | i | i | i | i | i | -3 | i
CN1CCN(CCNC(=O)Cn2c(=O)c3cccn3c3ccc(F)cc32)CC1 | i | i | i | i | i | i | i | i | i | -7 | i
CSc1nc(C(C)C)ccc1CNC(=O)CC(C)c1ccccc1 (centres undefined) | i | i | i | i | i | i | i | i | i | -5 | i
CCCCOc1nc2c(c(=O)n(C)c(=O)n2C)n1C | i | i | i | i | i | i | i | i | i | -5 | i
COc1cc(OC)cc(C(=O)N[C@H](C(=O)NC23CC4CC(CC(C4)C2)C3)C(C)C)c1 | i | i | i | i | i | i | i | i | i | -16 | i
COc1ccc(N2CC(C(=O)Nc3nnc(SCC(=O)NC(C)(C)C)s3)CC2=O)cc1 (centres undefined) | i | i | i | i | i | i | i | i | i | -17 | i
COc1cccc(C(=O)N2CCN(S(C)(=O)=O)CC2)c1 | i | i | i | i | i | i | i | i | i | -14 | i
CC1CN(c2nnc(NC(=O)c3ccccc3)s2)CC(C)O1 (centres undefined) | i | i | i | i | i | i | i | i | i | -13 | i
CCCCN(C(=O)CCNC(=O)NC12CC3CC(CC(C3)C1)C2)c1c(N)n(CCCC)c(=O)[nH]c1=O | i | i | i | i | i | i | i | i | i | -13 | i
Cc1nc(N2CCN(c3ccccn3)CC2)c2c(C)c(C(=O)Nc3ccc(F)cc3Cl)sc2n1 | i | i | -7.4* | i | i | i | i | i | i | -22 | i
Cc1ccc(N=C2C(=O)Nc3ccc(C)c(Br)c32)cc1 | 25* | i | i | i | i | i | i | i | i | -5 | i
